Kir21 inh – inhibitors of mouse Kir2.1 inward-rectifier potassium channel; HEK293-Kir2.1, FluxOR thallium flux fluorescence; hits give low values; actives 0.85% (n = 310,000); B-score at 10 µM; AID 1672; P35561;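 active = fluorescence ratio B-score at or below minus 3 SD of library scores, with starting-brightness B-score within 2 SD, cut at about -4.2 in these data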;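 note: channel flux triggered by added potassium and thallium sulfate stimulus; B-score of peak minus minimum fluorescence over baseline after thallium stimulus; more negative B-score means stronger Kir2.1 block with less thallium influx; some compounds called inactive have numbers as strong as hits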
Target sequence (P35561 whole entry, looked up): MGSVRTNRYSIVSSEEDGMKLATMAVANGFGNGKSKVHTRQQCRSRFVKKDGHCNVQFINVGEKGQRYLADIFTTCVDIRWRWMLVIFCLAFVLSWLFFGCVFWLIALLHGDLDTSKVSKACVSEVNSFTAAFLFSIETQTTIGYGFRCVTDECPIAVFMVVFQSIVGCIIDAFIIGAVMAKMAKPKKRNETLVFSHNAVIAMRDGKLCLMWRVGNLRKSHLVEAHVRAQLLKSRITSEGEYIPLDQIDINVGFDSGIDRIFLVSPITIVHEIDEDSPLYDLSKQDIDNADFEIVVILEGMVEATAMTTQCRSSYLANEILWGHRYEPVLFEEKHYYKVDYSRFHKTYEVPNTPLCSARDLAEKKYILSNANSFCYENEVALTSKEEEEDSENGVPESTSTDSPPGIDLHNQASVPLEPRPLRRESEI
KCNQ2 block – KCNQ2 channel blockers in CHO-K1 cells – cell-based, FluxOR thallium flux, B-score, primary screen (AID 2156); B-score at 10 µM; actives 1.1% (n = 310,000); 20 min; hits give low values; O88943;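 active = fluorescence ratio B-score at most minus 3 library SDs, with starting brightness B-score within 2 library SDs, cut at about -5.5 in these data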
The depositor's hits bear a star; i = inactive.

Results follow in this order: Kir21 inh | KCNQ2 block
CCOC(=O)C1=C(C)NC(=O)NC1c1ccoc1 (stereo unspecified)
    0.15 | i
Cc1cc(=O)[nH]c(SCC2(O)C3CC4CC(C3)CC2C4)n1 (stereo unspecified)
    -0.63 | i
Cc1ccc(C)c(NC(=O)c2cc(C)nc3ccccc23)c1
    0.62 | -5.9*
CCCCCOC(=O)C1[C@H]2C(=O)N(CCCOC)C[C@]23C=C[C@H]1O3 (stereo partly specified)
    1.4 | i
CCOC(=O)CSc1nc2ccccc2c(=O)n1CC1COc2ccccc2O1 (stereo unspecified)
    1.6 | i
Cn1c(Cc2csc(N)n2)nnc1SC/C=C/c1ccccc1
    -0.41 | i
O=C(CCCCl)NC(=S)Nc1cc(C(F)(F)F)ccc1N1CCOCC1
    2.6 | i
COc1cc(C2/C(=C(\O)c3ccc4c(c3)OCCO4)C(=O)C(=O)N2Cc2ccccc2)ccc1O (stereo unspecified)
    0.47 | i
CCN(CC)S(=O)(=O)c1cccc(NC(=O)CCNC(=O)c2ccc([N+](=O)[O-])cc2)c1
    1.2 | i
Cn1c(CCN2CCN(c3ccccn3)CC2)nc2cc(NS(=O)(=O)c3ccccc3)ccc21
    -0.75 | i
Cn1c(=O)c(C(=O)CN2CCN(Cc3ccc4c(c3)OCO4)CC2)c(N)n(Cc2ccccc2)c1=O
    -1.2 | i
Cc1ccccc1CN1CCCNC1=O
    1.2 | i
CCOc1cc(C2NC(=O)N(C)C(C)=C2[N+](=O)[O-])ccc1OC(C)=O (stereo unspecified)
    -0.18 | i
CC(C)(C)c1[nH]ncc1[N+](=O)[O-]
    1.9 | i
Cc1ccc(C)c(OCc2nc3ccc(S(=O)(=O)Nc4c(C)n(C)n(-c5ccccc5)c4=O)cc3[nH]2)c1
    0.7 | i
CCCCn1c(N)c(NCCC)c(=O)[nH]c1=O
    0.01 | i
O=C(Nc1ccccc1C(=O)N1CCCC1)c1cccc(S(=O)(=O)N2CCCCC2)c1
    -2.1 | i
CN(C)CCNc1oc(-c2ccccc2F)nc1C#N
    -1.7 | i
Cc1c(C(=O)NCC2CCCO2)sc2nc(-c3ccccc3)cn12 (stereo unspecified)
    1.4 | i
CCN1C(=O)N[C@@H](c2ccc(Br)cc2)C(C(C)=O)=C1C
    1 | i

(more compounds)
Results follow in this order: Kir21 inh | KCNQ2 block
Cc1nn(-c2ccccc2)c(Cl)c1/C=N/NC(=O)c1ccco1
    -0.33 | i
O=C(N/N=C1\CCc2ccccc21)c1ccccc1O
    0.96 | i
CC(=O)c1ccc(OCC(O)COc2ccc(C(C)=O)cc2)cc1
    2.9 | i
O=C(NNC1CC(=O)N(c2ccccc2)C1=O)c1cccnc1 (stereo unspecified)
    -0.02 | i
Clc1cccc(-c2nc(NCCCN3CCOCC3)c3ccccc3n2)c1
    -0.88 | i
CCOC(=O)c1[nH]cnc1C(=O)Nc1ccc(F)cc1
    -1 | i
O=C(Nc1cccc(F)c1)Nc1ccnn1C1CCN(C(=O)CCN2CCCO2)CC1
    -0.34 | i
COc1ccc(CN2CCN(S(=O)(=O)c3ccc(NC(C)=O)cc3)CC2)cc1OC
    -0.41 | i
NC(=O)C1CCN(c2ccc(C(F)(F)F)cn2)CC1
    -0.65 | i
COc1ccccc1CCC(=O)OCC(=O)NC1CC1
    0.82 | i
Cc1csc2ncc(C(=O)N3CCc4ccccc43)c(=O)n12
    -2 | i
CCOC(=O)C1(Cc2ccc(OC)cc2)CCN(C(=O)c2cccc3nccnc23)CC1
    0.64 | i
Cc1ccc(C(=O)Nc2ccc3c(c2)OCO3)cc1Cl
    0.59 | i
CC1=C(CC[C@@H](C)CO)OC2CC3C4CCC5CC(O)CCC5(C)C4CC(=O)C3(C)C12 (stereo partly specified)
    0.09 | i
CCn1cc(C(=O)N[C@H](C(=O)NCCO)C(C)C)c(=O)c2cc3c(cc21)OCO3
    2.9 | i
CCC1(C)N(O)C(C)(C)C(c2ccc(F)cc2)=[N+]1[O-] (stereo unspecified)
    -1.1 | i
Cn1cccc1C(=O)OCC(=O)Nc1cc(C(C)(C)C)nn1-c1ccccc1
    -1.3 | i
COC(=O)c1c(-c2ccsc2)oc2ccc(-c3cc(OC)c(OC)c(OC)c3)cc12
    0.77 | i
CCN(CC)Cc1c(O)ccc2c(=O)c(-c3ccc(Cl)cc3)coc12
    -0.76 | i
CCN(CC(=O)Nc1ccc(NC(C)=O)cc1)CC(=O)Nc1ccc(F)c(Cl)c1
    -0.07 | i

Next section:
Results follow in this order: Kir21 inh | KCNQ2 block
N#CC(C#N)=C1C=CC=CN1/C(=C\c1ccccc1)C(=O)c1cccs1
    -5* | -10*
O=c1c(Cc2c(F)cccc2Cl)c(O)ccn1CC1CCCO1 (stereo unspecified)
    0.36 | i
CCCC(c1nnnn1Cc1ccc(F)cc1)N1CCN(C2CCCCC2)CC1 (stereo unspecified)
    -2.4 | i
CCCCNC(=O)Nc1ccc(Br)cn1
    1.5 | i
COc1ccc(Cl)cc1C(=O)NNC(=O)COC(=O)CCN=C1NS(=O)(=O)c2ccccc21
    -2.4 | i
O=C(CNC(=O)c1ccc(Br)o1)NNC(=O)c1ccccc1F
    0.29 | i
CC(=O)N1CSCC1C(=O)NNS(=O)(=O)c1ccccc1 (stereo unspecified)
    0.01 | i
COc1ccc(S(=O)(=O)N(CC(N)=O)C2CCCCC2)cc1Cl
    -0.03 | -5.7*
CCN1CCN(c2c(C(=O)c3ccc(OC)cc3)cnc3ccccc23)CC1
    -0.77 | i
COc1cc(/C=C2\SC(=Nc3ccc(N4CCOCC4)cc3)N(C)C2=O)ccc1OC(C)C(=O)O (stereo unspecified)
    0.68 | i
O=C(NNS(=O)(=O)c1ccc(Br)cc1)c1ccncc1
    -0.36 | i
Cc1ccc(/C=C2\SC(=S)N(CCC(=O)NNC(=O)c3ccccc3O)C2=O)cc1
    -0.9 | i
Cc1ccc(C(=O)NCc2n[nH]c(=S)n2-c2ccccc2)cc1[N+](=O)[O-]
    -0.02 | i
CC12CCC(=O)N1C(C(=O)Nc1ccccc1N1CCOCC1)CS2 (stereo unspecified)
    -1.4 | i
CCCCOC(=O)Nc1nnc(C(C)C)s1
    -0.14 | i
CN1CCC(N(C)C(=O)c2ccccc2F)CC1
    1.3 | i
Cc1nc(C(=O)NC2CC2)sc1C1(C)CC(c2cccc([N+](=O)[O-])c2)=NO1 (stereo unspecified)
    0.95 | i
O=C(c1cc2ccccc2cc1O)N1CCN(c2ccccn2)CC1
    -0.47 | i
Cc1[nH]c(=O)c(Cc2ccccc2)c(O)c1C#N
    2.5 | i
CCN(CC(=O)Nc1c(F)cccc1F)C(=O)C1CC(=O)N(c2ccccc2OC)C1 (stereo unspecified)
    -0.43 | i

7 successive entries already listed:
Results follow in this order: Kir21 inh | KCNQ2 block
CC12CCC(=O)N1C(C(=O)Nc1ccccc1N1CCOCC1)CS2 (stereo unspecified)
    -1.4 | i
CCCCOC(=O)Nc1nnc(C(C)C)s1
    -0.14 | i
CN1CCC(N(C)C(=O)c2ccccc2F)CC1
    1.3 | i
Cc1nc(C(=O)NC2CC2)sc1C1(C)CC(c2cccc([N+](=O)[O-])c2)=NO1 (stereo unspecified)
    0.95 | i
O=C(c1cc2ccccc2cc1O)N1CCN(c2ccccn2)CC1
    -0.47 | i
Cc1[nH]c(=O)c(Cc2ccccc2)c(O)c1C#N
    2.5 | i
CCN(CC(=O)Nc1c(F)cccc1F)C(=O)C1CC(=O)N(c2ccccc2OC)C1 (stereo unspecified)
    -0.43 | i

Single entries from the entries so far.
Entry of Cc1[nH]c(=O)c(Cc2ccccc2)c(O)c1C#N in Kir21 inh: 2.5
Entry of Cc1nn(-c2ccccc2)c(Cl)c1/C=N/NC(=O)c1ccco1 in Kir21 inh: -0.33

The results go on:
Results follow in this order: Kir21 inh | KCNQ2 block
O=c1nc(/C=C/c2ccccc2C(F)(F)F)cc(C(F)(F)F)[nH]1
    -2 | i
CCOC(=O)NC1(C(F)(F)F)NC(=O)N(c2ccc(F)cc2)C1=O (stereo unspecified)
    -0.79 | i
COc1ccc(NCC(O)COc2ccc(C(C)(C)C)cc2)cc1 (stereo unspecified)
    1.3 | i
CN(CC(=O)Nc1ccc(Cl)c(C(F)(F)F)c1)C(=O)CCN1C(=O)C2CCCCC2C1=O (stereo unspecified)
    1.8 | i
CCO/C=C1\SC(=S)N(c2ccc(Cl)cc2)C1=O
    -0.31 | i
Cc1ccc(S(=O)(=O)Nc2ccc(C(OC(=O)c3ccccc3[N+](=O)[O-])(C(F)(F)F)C(F)(F)F)cc2)cc1
    -0.31 | i
Cc1ccc(CNc2nc(Cl)c(C#N)s2)cc1
    0.55 | i
Cc1cccc(C)c1NC(=O)C(=O)c1cn(C)c2ccccc12
    -0.15 | i
CCOC(=O)c1c(CSc2ccccc2)n(C)c2ccc(O)c(CN3CCN(C)CC3)c12
    -4.9* | i
Cc1noc(C)c1COC(=O)C1CCN(C(=O)c2ccc(Cl)cc2)CC1
    -0.05 | i
COc1ccc(/C=N/NC(=O)COc2ccccc2-c2ccccc2)cc1
    1.9 | i
Nc1nc(NCc2ccco2)nc(N2CCCCCC2)c1[N+](=O)[O-]
    -1 | i
O=C(c1cnc2n(c1=O)CCS2)N1CCN(c2ccc(Cl)c(Cl)c2)CC1
    0.05 | i
COc1cccc(/C=C/c2[nH]c(=O)[nH]c(=O)c2[N+](=O)[O-])c1O
    0.92 | i
OCCNc1cnc2ccccc2n1
    1 | i
CN1C(=O)CSc2ccc(NC(=O)N3CCC(N4CCCCC4)CC3)cc21
    0.42 | i
O=C(Nc1oc2ccccc2c(=O)c1-c1ccc(Br)cc1)c1ccco1
    0.02 | i
CC(OC(=O)Cc1c[nH]c2ccccc12)C(=O)Nc1ccccc1F (stereo unspecified)
    -5.7* | i
O=C(CCn1cccc1)N1CCc2ccccc21
    0.02 | i
Cc1ccccc1-c1nnn(C/C(N)=N/O)n1
    -0.97 | i

Going on with the list.
Results follow in this order: Kir21 inh | KCNQ2 block
COc1ccc(C2c3ccc4ccccc4c3Oc3ncn(Cc4ccco4)c(=N)c32)cc1OC (stereo unspecified)
    0.31 | i
O=C(CCS(=O)(=O)c1cccc2nsnc12)N1CCN(C(=O)c2ccco2)CC1
    0.18 | i
Cc1ccc(N(C(=O)c2csnn2)C(C(=O)NC2CCCCC2)c2cccnc2)cc1 (stereo unspecified)
    0.35 | i
CCOC1CC(C)(C)NC(=S)N1 (stereo unspecified)
    0.29 | i
O=[N+]([O-])c1ccc(-c2c[nH]c(=S)[nH]2)cc1
    -0.08 | i
CCOc1ccc(N(CC(=O)NC2CC3CCC2C3)S(=O)(=O)c2ccccc2)cc1 (stereo unspecified)
    -0.52 | i
CCOc1ccc(/C(O)=C2/C(=O)C(=O)N(CCN(CC)CC)C2c2ccco2)cc1 (stereo unspecified)
    0.76 | i
CCC(C(=O)OCC(=O)Nc1ccc(OC)cc1OC)c1ccccc1 (stereo unspecified)
    -1.5 | i
CC12CCC(c3c(C(=O)O)nn(-c4ccccc4)c31)C2(C)C (stereo unspecified)
    -1.5 | i
Cc1nc2nc[nH]n2c(=O)c1NC(=O)c1c(-c2ccccc2Cl)noc1C
    0.19 | i
COc1ccc(CCN2CC(C(=O)NCC3(O)CCCCC3)CCC2=O)cc1 (stereo unspecified)
    3.4 | i
CC(=O)N1CCc2cc(S(=O)(=O)NCCC(=O)NC3CCCc4ccccc43)ccc21 (stereo unspecified)
    -2.1 | i
Cc1cc([N+](=O)[O-])nn1CC(=O)Nc1cccc2nonc12
    0.67 | i
Cc1cccc(NC(=O)Nc2cc(C)on2)c1
    -0.59 | i
COc1cccc(NC(=S)Nc2cc(C(=O)O)ccc2N2CC3CC(C2)c2cccc(=O)n2C3)c1 (stereo unspecified)
    -0.55 | i
Cc1ccc(C(=O)N/C(=C\c2ccco2)C(=O)NCCN2CCOCC2)cc1C
    0.78 | i
Cn1c(N)c(C(=O)Nc2ccccc2)c(=O)[nH]c1=O
    1.4 | i
COc1ccccc1C1C(C(N)=O)=C(C)Nc2nc(-c3ccccc3Cl)nn21 (stereo unspecified)
    0.53 | i
O=C(N=C1SC2CS(=O)(=O)CC2N1c1cccc(Cl)c1)C1CCCO1 (stereo unspecified)
    -0.44 | i
CCOC(=O)Nc1cc(C)c(Cl)cc1OC
    0.46 | i

The results go on.
Results follow in this order: Kir21 inh | KCNQ2 block
CCC(=O)Nc1cc(C(=O)OCC(=O)c2ccccc2Cl)ccc1C
    0.05 | i
CCOC(=O)Cn1cc(C(=O)C(=O)N2CCOCC2)c2ccccc21
    0.44 | i
O=C(NC(=S)Nc1ccccn1)c1ccccc1
    0.04 | i
COC(=O)[C@@H](Cc1c[nH]c2ccccc12)NC(=O)c1cc(=O)[nH]c2ccccc12
    -0.71 | i
COc1ccc2nc3ccccc3nc2c1N
    -0.32 | i
O=c1c2ccccc2nc2n1CCC2
    0.02 | i
c1cncc(-c2nc3ccccc3[nH]2)c1
    -1.5 | i
O=S(=O)(c1ccc(N2CCCC2)cc1)C(F)(F)F
    -0.08 | i
Cc1ccsc1C(=O)N1CCN(S(=O)(=O)c2cccc(F)c2)CC1
    -0.74 | i
CCOc1ccccc1C(=O)N(Cc1cccs1)C1CCS(=O)(=O)C1 (stereo unspecified)
    -2.4 | i
COCn1c(-c2cccc(Br)c2)nc2ccccc21
    -0.73 | -5.9*
Cc1ccc2nc(C3CCCN(C(=O)NCc4ccccc4)C3)[nH]c2c1 (stereo unspecified)
    -1.5 | i
COC(=O)CSc1nc(N)c(C#N)c(-c2ccc(O)cc2)c1C#N
    -0.79 | i
CC(C)COc1cccc(C(=O)Nc2ccc(N3CCOCC3)cc2N2CCOCC2)c1
    -1.5 | i
O=C(NCC1CC1)C1(C(F)(F)F)C/C(=C\Cc2ccccc2)CCCO1 (stereo unspecified)
    -1.5 | i

Compound activity from PubChem BioAssay.
